hcDAF-12 act – activators of H. contortus DAF-12 nuclear receptor | AID 652067 | activation, % at 6.8 µM | actives 1.4% (n = 370,000) | HEK293 hcDAF-12 lit1-tk-luc reporter, luminescence; 0% DMSO, 100% Δ7-dafachronic acid;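 active = activation above the mean of all tested compounds plus 3 SD, cut at about 5.5% in these data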;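 note: 100% = response to 3 µM Δ7-dafachronic acid high control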
ssDAF-12 act – activates DAF-12 receptor from parasite S. stercoralis; activation, % at 6.8 µM; AID 652126; actives 1% (n = 370,000); HEK293 ssDAF-12/GRIP1 lit1-tk-luc reporter, luminescence; % of 3 µM dafachronic acid response;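 active = activation above the mean over all tested compounds plus 3 SD, cut at about 0.9% in these data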;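 note: 0% = DMSO-only wells and 100% = 3 µM delta7-dafachronic acid wells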
NPR2 activator – GC-B (human) receptor activation; activation, % at 10 µM; HEK293-GC-B cells, CNP EC30, cGMP TR-FRET; 0% at EC30 CNP, 100% saturating CNP; AID 1920062; actives 0.11% (n = 370,000); P20594;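 active = activation at 10 µM reaching about 35% in either raw or pattern-adjusted values, limit read from the data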
NPR1 activator – GC-A (human) enzyme activation. HEK293 GC-A cells, cGMP TR-FRET, EC30 ANP; 0% at EC30 ANP, 100% saturating ANP. activation, % at 10 µM. actives 0.14% (n = 370,000); in the data active = activation above about 40%
HGIII-sPLA2 inh – Blocks human group III sPLA2 activity; QFRET BODIPY PC-A2 liposome hydrolysis, fluorescence; inhibition, % at 12.2 µM; actives 0.56% (n = 370,000);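 active = inhibition above mean plus 3 SD of compounds lying within the high and low control bounds, cut at about 19% in these data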;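 note: 0% = median of test compound wells and 100% = no enzyme DMSO wells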
Target sequence (Q9NZ20 whole entry, looked up): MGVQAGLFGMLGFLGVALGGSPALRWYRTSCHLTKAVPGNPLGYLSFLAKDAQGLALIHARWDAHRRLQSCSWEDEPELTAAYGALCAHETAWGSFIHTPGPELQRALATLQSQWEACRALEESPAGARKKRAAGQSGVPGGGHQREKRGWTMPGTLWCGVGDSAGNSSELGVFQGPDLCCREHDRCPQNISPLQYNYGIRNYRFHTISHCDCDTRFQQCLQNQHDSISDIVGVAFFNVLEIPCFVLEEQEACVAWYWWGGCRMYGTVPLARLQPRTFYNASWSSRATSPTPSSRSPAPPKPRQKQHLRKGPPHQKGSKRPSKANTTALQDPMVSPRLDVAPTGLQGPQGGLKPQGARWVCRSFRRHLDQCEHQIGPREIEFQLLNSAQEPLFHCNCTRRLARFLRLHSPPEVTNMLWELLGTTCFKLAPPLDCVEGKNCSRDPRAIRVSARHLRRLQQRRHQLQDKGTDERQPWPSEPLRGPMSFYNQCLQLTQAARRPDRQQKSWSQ
DAX1 inh-1 – blocks DAX1 repression of SF-1 activated StAR promoter | HEK293T StAR-luciferase reporter, SF-1/DAX-1 repression relief | inhibition, % at 6.8 µM | actives 1.1% (n = 370,000) | AID 652010;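 active = inhibition above the mean over all tested compounds plus 3 SD, cut at about 3.6% in these data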;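 note: 0% = DAX-1 cells with DMSO and 100% = cells lacking DAX-1 with DMSO; higher inhibition means more luminescence from relief of DAX-1 repression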
DAX1 inh-2 – NR0B1 (DAX1) inhibition | P51843 | HEK293 Gal4-DAX1 luciferase reporter, luminescence | inhibition, % at 6.75 µM | actives 0.99% (n = 340,000) | AID 504766;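 active = inhibition above the mean over all tested compounds plus 3 SD, cut at about 4.2% in these data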;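 note: 0% = DAX1-transfected cells with DMSO and 100% = empty-vector control cells with DMSO; inhibition shows as a rise in luminescence from relieved DAX1 repression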
Target sequence (P51843 207-470 limits assumed): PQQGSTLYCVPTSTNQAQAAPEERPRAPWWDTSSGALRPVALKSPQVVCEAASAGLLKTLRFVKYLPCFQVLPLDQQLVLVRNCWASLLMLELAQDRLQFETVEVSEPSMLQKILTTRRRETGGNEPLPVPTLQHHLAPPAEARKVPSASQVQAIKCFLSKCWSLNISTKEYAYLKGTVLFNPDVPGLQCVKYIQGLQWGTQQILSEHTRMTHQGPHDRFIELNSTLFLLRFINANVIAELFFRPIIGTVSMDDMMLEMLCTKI
FXN GAA850 act – increases GAA850 frataxin promoter reporter activity; HEK293 lucGAA850 FXN promoter luciferase reporter, 24 h; percent of 10 µM SAHA response; activation, % at 6 µM; actives 0.56% (n = 360,000); AID 540364;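 active = activation above the average of all compounds screened plus 3 SD, cutoff fixed separately per campaign, cut at about 7.5% in these data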;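 note: 0% = DMSO wells and 100% = 10 µM SAHA wells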
proKLK7 act – activates the human kallikrein-7 zymogen. actives 0.9% (n = 370,000). purified proKLK7, EDANS-DABCYL substrate fluorescence; 100% is mature enzyme control, 0% vehicle. AID 652039. P49862. activation, % at 7 µM;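 active = activation above the mean of all tested compounds plus 3 SD, computed per campaign excluding outliers beyond control limits, cut at about 13% in these data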
SMARCA2 act – increases SMARCA2 function in MMTV reporter cells; MG213 cells, MMTV-luciferase reporter, dexamethasone, overnight; activation, % at 9.1 µM; actives 1% (n = 370,000); AID 652017; in the data active = activation above about 7.8%;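 note: 0% = vehicle wells and 100% = reference activator wells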
hgDAF12 agonist – activates the H. glycines DAF-12 receptor ligand-binding domain; HEK293 GAL4-hgDAF12 UAS-luciferase reporter, agonist luminescence; normalized to butyrate control; activation, % at 6.8 µM; actives 1.8% (n = 370,000);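 active = activation above a cutoff set at the mean of all screened compounds plus 3 SD, cut at about 10% in these data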;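 note: 0% = DMSO wells and 100% = sodium butyrate wells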
Starred values were filed as active, the others as inactive; nt = not tested or not shown. Rows are unselected; about 6.7% have a hit in one of these screens.

Compound,hcDAF-12 act,ssDAF-12 act,NPR2 activator,NPR1 activator,HGIII-sPLA2 inh,DAX1 inh-1,DAX1 inh-2,FXN GAA850 act,proKLK7 act,SMARCA2 act,hgDAF12 agonist
CN(C)C(=O)/C(=C/c1cn(-c2ccccc2)nc1-c1cccc([N+](=O)[O-])c1)NC(=O)c1ccccc1,2.8,-0.4,2,-4,3,0.6,0.1,4.1,-0.3,-2,0.8
CC(=NC1CCN(Cc2ccccc2)CC1)c1c(O)[nH]c(=O)[nH]c1=O,-1.1,-0.9,3,3,-1,-0.5,1.3,4.1,-0.5,7,-0.8
COc1ccc(OC)c(C(=O)C(=O)c2cc(OC)ccc2OC)c1,-2.3,-1.2,0,-1,-4,-0.6,-1.0,1.4,-0.8,2,-3.5
CCN(CC)C(=O)/C(=C\c1ccc(Br)cc1)NC(=O)c1ccccc1OC,-1.4,-1.5,-6,-18,-3,0.0,-1.5,2.6,0.2,0,-0.4
COc1cc(CC2C(=O)OCC2C(=O)c2ccc3c(c2)OCO3)cc(OC)c1OC (configuration not stated),0.6,-1.3,0,1,3,0.1,0.1,-0.5,0.3,3,-0.2
CC1CCCN(CCCNC(=O)C2CCN(S(=O)(=O)N3CCC4(CC3)OCCO4)CC2)C1 (configuration not stated),-1.2,-1.1,4,0,3,-0.4,1.2,1.1,-0.1,-3,-0.1
COc1ccc(-n2c(C)nc3c(cnn3-c3ccccc3)c2=O)cc1,-3.8,-2.1,-2,1,0,-2.4,-0.4,-1.1,0.3,0,-3.7
CCc1cc2c(=O)n(N)c(CCC(=O)O)nc2s1,-0.8,-1.2,1,-1,-3,0.2,-0.9,2.2,0.1,-1,1.2
COc1ccc(N(CC(=O)N2CCc3ccccc3C2)S(=O)(=O)c2ccccc2)cc1,-0.4,-0.9,-9,-12,-5,0.3,0.4,-0.5,0.1,-2,-3.2
Cc1ccc2ncnc(Nc3ccccc3)c2c1,1.6,-0.5,-1,2,-3,-1.0,-1.1,-0.1,-0.4,1,2.3
CCC(=O)N1c2ccc(S(=O)(=O)N3CCCCC3)cc2CC1C (configuration not stated),-1.7,-0.8,3,4,3,-0.6,1.2,2.0,0.2,0,1.4
Cc1csc(SCC(=O)Nc2cc(S(=O)(=O)N3CCOCC3)ccc2N2CCOCC2)n1,0.7,-1.1,2,1,-19,0.7,1.0,-0.8,0.4,-4,-0.9
COc1ccccc1N/C=C(\C#N)c1nc2ccccc2[nH]1,4.8,1.2*,-11,-20,3,-0.4,-0.1,4.5,6.0,1,1.4
COc1ccccc1C1CCN(c2ccc([N+](=O)[O-])c(OC)c2)CC1,-0.3,-1.4,-14,-9,-12,-0.6,-1.4,1.8,0.3,0,-0.3
Cc1ccc(S(=O)(=O)NC(C)(C)CN2CCC(Cc3ccccc3)CC2)cc1,-2.7,-1.9,-2,-1,-3,-0.7,-0.9,-4.3,0.2,0,0.6
CCn1cc(/C=N/NC(=O)c2cc3c(ccc4ccccc43)o2)c2ccccc21,-1.6,-1.3,-5,4,-5,0.2,0.6,2.4,-11,0,-0.6
O=C(O)CCC(=O)N1CCc2cc(S(=O)(=O)NCc3ccc(Cl)cc3)ccc21,0.5,-0.8,5,-2,2,-0.5,1.0,2.7,0.2,2,-3.0
CCOC(=O)N1CCC(NS(=O)(=O)c2ccccc2)CC1,-1.0,-2.0,0,-3,5,0.0,-0.7,0.1,0.5,-4,0.8
CCn1c(SCc2ccccc2)nc2ccccc2c1=O,-1.4,-1.7,-3,-3,0,-0.3,-0.3,2.1,0.0,-2,1.0
O=C(NCc1ccncc1)c1nc(-c2cccs2)no1,-2.1,-1.4,-8,4,-1,-0.6,0.4,1.4,-0.3,-1,0.2
CCn1c(NCc2ccc3c(c2)OCO3)nc2ccccc21,0.7,-0.6,13,8,7,0.7,0.8,1.4,0.3,0,3.3
Cc1cc(C)n(-c2nnc(C)c(=O)[nH]2)n1,4.3,0.8,2,2,2,0.2,-0.8,1.7,-0.8,-3,2.3
O=C(N/N=C/C=C/c1ccccc1)c1cnccn1,0.0,-1.1,0,1,1,0.0,-0.9,0.2,0.8,0,3.4
COc1nc2ccc(C)cc2cc1-c1noc(-c2cccnc2)n1,-0.8,-1.1,-7,1,-2,0.2,0.3,-0.1,-0.9,7,0.2
CCN(CC)c1ccc(C=NNC(=O)c2cc(-c3ccc(C)c(C)c3)n[nH]2)c(O)c1,-4.7,-2.0,5,3,21*,-2.1,nt,nt,-93,-4,1.8
Cc1ccc(CSc2nnc(-c3cccc(S(=O)(=O)N4CCOCC4)c3)n2C2CCCC2)cc1,1.5,-1.8,-2,-7,1,0.3,0.9,1.7,-0.3,1,-2.5
Cc1ccc(S(=O)(=O)N(C)c2ccc(NS(C)(=O)=O)cc2)cc1,-0.7,-1.7,1,2,-5,0.3,-0.5,0.4,0.3,3,0.3
COc1ccc(N=Cc2cc(Cl)ccc2O)cc1Cl,-0.9,-0.5,4,11,4,-0.4,0.5,3.1,-1.2,-2,-1.5
CCN(CC)c1nc(N2CCN(CCO)CC2)nc2ccccc12,-0.5,-1.4,-4,9,1,0.1,-0.2,1.6,-0.4,-1,-1.3
O=[N+]([O-])c1cccnc1SCc1c(F)cccc1Cl,-0.8,-0.7,-4,-1,-5,0.1,-2.1,1.7,0.1,-3,0.0
COC(CNC(=O)C1CCN(S(=O)(=O)c2ccc3nc4c(c(C(=O)O)c3c2)CC(C)CC4)CC1)OC (configuration not stated),0.4,-0.8,-1,2,-1,0.4,0.4,0.9,-1.0,-2,2.8
Cc1ccc(OCCOc2cccc(Br)c2)c([N+](=O)[O-])n1,-1.6,-0.5,-9,4,-7,1.2,0.6,7.6*,0.4,6,6.1
O=C1c2cccc3cc([N+](=O)[O-])cc(c23)C(=O)N1CCN1CCCC1,44*,7.1*,4,18,1,-1.8,1.7,-5.5,3.2,64*,-0.8
COc1ccc(OC)c(/C=C/C(=O)c2ccc3c(c2)OCO3)c1,-1.5,-1.9,-3,-3,6,-6.1,5.5*,-1.6,-19,2,-2.9
O=C(Nc1ncccc1O)c1cccc(S(=O)(=O)N2CCCc3ccccc32)c1,-0.4,-1.3,2,2,-26,0.2,-0.2,1.7,0.0,-3,-1.1
Cc1ccc(CNC(=O)Cc2ccc(-c3ccccc3)cc2)cc1,0.4,-1.0,-7,-3,4,0.0,-0.8,-1.7,0.2,-1,-0.6
O=C(/C=C/c1cccc(C(F)(F)F)c1)NNC(=O)c1ccncc1,-0.2,-1.3,-4,1,3,0.9,-1.7,4.5,-0.4,1,-0.3
CCCc1nnc(SCC(=O)N2C(C)CCCC2C)n1CCCOC (configuration not stated),-0.4,-0.7,5,1,1,-0.3,-0.1,0.3,0.4,-4,-1.2
CC(C)c1ccc(C(=O)Nc2nnc(S(=O)(=O)N3CCOCC3)s2)cc1,-0.7,-0.3,3,8,-5,-0.6,0.0,0.9,-0.6,0,4.1
COc1ccc(C2CC(c3ccccc3)=NN2C(=O)COC(=O)c2cccnc2Cl)cc1 (configuration not stated),-0.3,-1.4,9,8,-16,0.0,0.3,2.8,0.8,-1,1.9
O=C(Nc1ccccc1C(=O)NC(Cc1c[nH]c2ccccc12)C(=O)O)c1ccco1 (configuration not stated),2.3,1.4*,-2,5,-36,-0.2,1.0,0.8,0.0,-1,4.0
Cc1ccc(Sc2ccc(N)cn2)cc1,1.6,-1.1,3,1,11,0.0,nt,-0.3,1.0,0,3.1
CN(Cc1ccccc1)C(=O)COC(=O)CCNC(=O)c1ccccc1Cl,-0.9,-1.4,-2,2,3,-0.9,-0.1,0.2,-0.7,-1,-1.9
CCOc1ccc(NC(=O)CN(C)C(=O)COc2cccc(CC)c2)cc1OCC,-1.9,-1.7,-2,1,-4,-1.5,0.7,0.7,0.3,5,-1.6
Cc1c(NC(=O)C2CCCN2S(=O)(=O)c2ccccc2)c(=O)n(-c2ccccc2)n1C (configuration not stated),-1.8,-1.7,11,-1,9,0.4,-0.2,1.5,0.2,1,-3.5

A draw from above in order of length of the SMILES, largest number first.
Compound,hcDAF-12 act,ssDAF-12 act,NPR2 activator,NPR1 activator,HGIII-sPLA2 inh,DAX1 inh-1,DAX1 inh-2,FXN GAA850 act,proKLK7 act,SMARCA2 act,hgDAF12 agonist
O=C(Nc1ccccc1C(=O)NC(Cc1c[nH]c2ccccc12)C(=O)O)c1ccco1 (configuration not stated),2.3,1.4*,-2,5,-36,-0.2,1.0,0.8,0.0,-1,4.0
CCC(=O)N1c2ccc(S(=O)(=O)N3CCCCC3)cc2CC1C (configuration not stated),-1.7,-0.8,3,4,3,-0.6,1.2,2.0,0.2,0,1.4
COc1ccc(N=Cc2cc(Cl)ccc2O)cc1Cl,-0.9,-0.5,4,11,4,-0.4,0.5,3.1,-1.2,-2,-1.5

Filtered by structure: those above containing an aryl thioether with sulfur outside any ring (six)
Compound,hcDAF-12 act,ssDAF-12 act,NPR2 activator,NPR1 activator,HGIII-sPLA2 inh,DAX1 inh-1,DAX1 inh-2,FXN GAA850 act,proKLK7 act,SMARCA2 act,hgDAF12 agonist
Cc1csc(SCC(=O)Nc2cc(S(=O)(=O)N3CCOCC3)ccc2N2CCOCC2)n1,0.7,-1.1,2,1,-19,0.7,1.0,-0.8,0.4,-4,-0.9
CCn1c(SCc2ccccc2)nc2ccccc2c1=O,-1.4,-1.7,-3,-3,0,-0.3,-0.3,2.1,0.0,-2,1.0
Cc1ccc(CSc2nnc(-c3cccc(S(=O)(=O)N4CCOCC4)c3)n2C2CCCC2)cc1,1.5,-1.8,-2,-7,1,0.3,0.9,1.7,-0.3,1,-2.5
O=[N+]([O-])c1cccnc1SCc1c(F)cccc1Cl,-0.8,-0.7,-4,-1,-5,0.1,-2.1,1.7,0.1,-3,0.0
CCCc1nnc(SCC(=O)N2C(C)CCCC2C)n1CCCOC (configuration not stated),-0.4,-0.7,5,1,1,-0.3,-0.1,0.3,0.4,-4,-1.2
Cc1ccc(Sc2ccc(N)cn2)cc1,1.6,-1.1,3,1,11,0.0,nt,-0.3,1.0,0,3.1

Source: PubChem BioAssay (several laboratories)
